S100A4 MyoIIA: blocks human S100A4 binding to myosin IIA peptide; P26447; S100A4/TAMRA-MyoIIA peptide fluorescence polarization; inhibition, % at 10.7 µM; 360,000 tested, 0.14% active;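 active = mean inhibition of at least 70% across replicates, with every replicate also reaching that level; inconclusive = mean inhibition reaches 70% but some replicates fall short; inactive = mean inhibition below 70%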
Target sequence (P26447 whole entry, looked up): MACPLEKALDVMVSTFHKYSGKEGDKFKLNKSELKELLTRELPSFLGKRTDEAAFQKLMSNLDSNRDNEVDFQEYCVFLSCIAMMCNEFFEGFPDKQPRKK
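Test system – S100A4 monomer (human) · Compound – single-point compound testing · Schedule – 5 min incubation before reading · Probe or stimulus – TAMRA-labelled myosin IIA heavy-chain peptide probe, 5 nM · Benchmarks – neutral control DMSO, positive control TFP · Medium – Calcium-containing HEPES buffer, pH 7.2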
PAX8 inh HTS: PAX8 transcriptional activity inhibition; RMG-I TPO-luciferase reporter, SteadyGlo, 24 h; inhibition, % at 12.6 µM; 360,000 tested, 1.2% active; AID 652154;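 active = mean replicate inhibition at least 60% with every replicate also reaching 60%; inconclusive = only one of the two criteria is met; inactive = mean below 60% and not all replicates reaching 60%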;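 note: luciferase light reporting Pax8 driven TPO promoter activity; plate controls were median of neutral control wells for no effect and mitoxantrone controls for full effect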
EWS-Fli inh: blocks EWS/Fli oncoprotein-driven transcription | inhibition, % at 12.6 µM | AID 651661 | 350,000 tested, 0.67% active | A673 NR0B1-luciferase reporter, viability-normalised;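 active = mean inhibition of at least 50% after viability correction, with every replicate also passing that limit; inconclusive = mean reaches 50% but only one of two replicates passes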;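 note: firefly luciferase signal divided by Alamar Blue viability fluorescence both relative to DMSO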
ERAP1 inh: ERAP1 (human) enzyme inhibition; 340,000 tested, 0.15% active; inhibition, % at 10.7 µM; recombinant ERAP1, Leu-AMC fluorescence, 60 min; AID 652197; Q9NZ08;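 active = mean replicate inhibition of at least 30%, or all replicates individually reaching that 30% level; inactive = mean below 30% and not every replicate reaching it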;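 note: 0% = neutral control wells and 100% = L-leucinethiol positive control wells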
Target sequence (Q9NZ08 whole entry, looked up): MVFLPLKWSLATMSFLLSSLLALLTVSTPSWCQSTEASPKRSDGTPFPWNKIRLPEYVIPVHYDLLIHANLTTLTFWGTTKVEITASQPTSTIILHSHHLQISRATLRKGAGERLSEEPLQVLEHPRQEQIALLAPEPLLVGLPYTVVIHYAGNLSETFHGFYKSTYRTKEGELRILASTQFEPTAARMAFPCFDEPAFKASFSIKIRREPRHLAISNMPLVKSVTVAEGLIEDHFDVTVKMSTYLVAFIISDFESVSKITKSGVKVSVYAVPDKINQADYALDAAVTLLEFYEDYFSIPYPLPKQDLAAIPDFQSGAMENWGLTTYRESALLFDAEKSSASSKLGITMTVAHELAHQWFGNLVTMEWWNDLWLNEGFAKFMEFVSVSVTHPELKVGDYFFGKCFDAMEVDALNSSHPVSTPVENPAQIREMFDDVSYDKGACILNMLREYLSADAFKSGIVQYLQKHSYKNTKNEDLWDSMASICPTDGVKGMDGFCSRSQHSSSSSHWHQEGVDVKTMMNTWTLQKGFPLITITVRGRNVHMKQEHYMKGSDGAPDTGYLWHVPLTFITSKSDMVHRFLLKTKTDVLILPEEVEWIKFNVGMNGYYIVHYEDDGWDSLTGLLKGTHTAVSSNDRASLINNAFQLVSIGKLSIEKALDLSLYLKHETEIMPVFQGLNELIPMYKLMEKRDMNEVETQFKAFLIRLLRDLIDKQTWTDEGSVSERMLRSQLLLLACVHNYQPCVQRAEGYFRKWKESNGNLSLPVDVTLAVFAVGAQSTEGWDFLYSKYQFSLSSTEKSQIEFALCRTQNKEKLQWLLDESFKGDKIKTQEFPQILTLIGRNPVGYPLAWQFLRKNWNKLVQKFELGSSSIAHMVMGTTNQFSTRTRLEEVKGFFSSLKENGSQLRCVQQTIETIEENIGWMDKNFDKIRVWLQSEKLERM
PGC1a acetyl inh: PGC1a acetylation modulation, inhibitor mode; U2OS PGC1a acetylation, AlphaScreen anti-acetyl-lysine; with virally co-expressed GCN5 acetyltransferase; inhibition, % at 15.6 µM; 350,000 tested, 0.17% active; AID 651687;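 active = every replicate shows inhibition of at least 40%; inconclusive = mean inhibition at least 40% but some replicate below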;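 note: 0% = neutral control wells and 100% = positive control wells; some results beyond the cut were filed as inactive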
FN deposition inh: fibronectin deposition inhibition; AH1F fibroblasts, Alexa488-fibronectin deposition fluorescence, overnight; 350,000 tested, 0.086% active; inhibition, % at 12.6 µM;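 active = mean inhibition across replicates of 30% or more, regardless of how many single replicates reach that level; inconclusive = mean under 30% yet at least half of replicates reach 30%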;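 note: positive control wells lacked labelled fibronectin entirely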
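Material: AH1F fibroblasts assembling fluorescent fibronectin matrix; amount: 10000 AH1F cells/well; medium: DMEM, 2% serum; reagent: Alexa488-fibronectin, 24 nM final in well; dosing: single compound dose, delivered by pin transfer; incubation: 1 h adhesion, overnight exposure; detection: fluorescence after three HBSS washes, excitation 485 nm, emission 525 nm; measure: fibronectin deposition inhibition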
PglD inh: PglD (C. jejuni) enzyme inhibition. purified PglD enzyme, DTNB colorimetric CoA detection. inhibition, % at 12.5 µM. 360,000 tested, 0.098% active; in the data active = inhibition above about 16%, passing the limit was not always enough; inconclusive = no clear call, values can overlap the other calls; note: strong numbers were not always called active
LGR2 antag: Drosophila LGR2 receptor signaling inhibition. AID 720647. inhibition, % at 9.99 µM. 380,000 tested, 0.35% active. HEK293 LGR2, CRE-luciferase, bursicon-stimulated, 4 h;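 active = drop in luminescence signal, shown as inhibition above about 50% in the replicate tests, limit read from the data, passing the limit was not always enough; inconclusive = probably only some replicates passing the limit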;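 note: agonist challenge used bursicon conditioned medium at about half maximal strength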
An asterisk follows results filed as active; u = inconclusive; x = not tested or not shown.

SMILES	S100A4 MyoIIA	PAX8 inh HTS	EWS-Fli inh	ERAP1 inh	PGC1a acetyl inh	FN deposition inh	PglD inh	LGR2 antag
CCc1nc2c(OCC(=O)C(C)(C)C)cccn2c1N(C)C(=O)COc1ccccc1	-0.7	5.8	0.8	-1.0	-3.0	0.0	14.3	-0.2
COC(=O)C[C@@H]1C=C[C@@H](NC(=O)c2ccccc2)[C@H](CO)O1	4.8	0.7	0.2	2.3	0.1	x	0.0	-24.7
COc1ccc(-c2c(-c3cc(OC)cc(OC)c3)n(C)c3ccc(-c4ccc(SC)cc4)cc23)cc1	4.4	-3.2	-18.0	x	x	0.9	-4.2	-0.3
CCN(CC)S(=O)(=O)c1ccc(OC)c(NC(=O)COc2ccccc2[N+](=O)[O-])c1	2.7	8.8	-4.2	-1.7	-0.8	10.8	x	3.3
CC(Cc1ccccc1)N1CCCC1=O (stereo unspecified)	-7.0	4.1	0.4	-4.7	-6.2	11.2	0.1	-4.6
COc1cc(OC)c(OC)cc1CNC(=O)c1ccc(COc2ccccc2)cc1	-0.3	2.0	12.4	-1.8	x	0.7	-0.5	-5.1
COc1ccc2c3c(n(C)c2c1)[C@H](CO)N(C(=O)Nc1ccc(F)cc1)CC31CCN(C(=O)Nc2ccc(F)cc2F)CC1	x	x	20.7	x	-0.7	-24.7	x	1.0
O=C(COC(=O)Cc1ccccc1F)Nc1ccc2c(c1)OCCO2	-12.8	6.0	6.1	-0.1	-6.2	-1.7	x	x
O=c1sc(/C=N/Nc2ccccc2)c(Cl)n1Cc1ccccc1	-9.7	-123.0	-12.4	9.9	x	-2.6	x	-72.0
COc1ccc(NC(=O)CN2CCCCCC2)cc1OC	-4.3	-19.6	-3.3	-3.0	-1.7	-22.4	1.8	8.3
CCOC(=O)c1c(NC(=O)CSc2nnc(C)o2)sc(C)c1C	5.0	10.6	6.9	x	-5.8	1.3	x	7.1
O=C(O)[C@@H]1CCCN(S(=O)(=O)c2cccc3cccnc23)C1	-0.8	1.0	11.4	4.4	x	1.4	-2.1	-1.9
O=C(C1CCN(S(=O)(=O)c2cccc3nsnc23)CC1)N1CCCc2ccccc21	x	25.6	x	x	-21.9	25.7	-7.3	x
COCC#Cc1cnc2c(c1)C(=O)N([C@H](C)CO)C[C@H](C)[C@@H](CN(C)S(C)(=O)=O)O2	-2.6	-2.9	1.9	1.1	-0.9	x	14.7	-2.6
CCc1nnc(NC(=O)CCC(=O)N2CCCC(O)C2)s1 (stereo unspecified)	2.2	9.9	4.0	0.1	1.7	19.6	10.1	-10.6
C/C=C/c1ccc([C@H]2[C@@H](CO)N(C(C)=O)[C@H]2CNC(=O)c2ccncc2)cc1	-3.9	1.4	0.4	-0.7	13.0	-12.9	-1.4	7.1
O=C(C[C@@H]1CC[C@@H](NC(=O)Nc2ccccc2)[C@@H](CO)O1)NCc1cccc(F)c1	7.4	-7.2	0.8	-0.2	-1.3	x	1.7	-23.6
Cc1noc(C)c1NC(=O)N[C@H]1CC[C@H](CC(=O)NCc2ccc(Cl)c(Cl)c2)O[C@@H]1CO	-5.7	-9.8	-2.4	2.1	0.1	10.2	3.9	-18.7
COc1ccc(CNC(=O)Cn2cc(C(F)(F)F)ccc2=O)cc1OC	-4.2	12.5	3.2	2.7	x	-13.6	1.4	-3.7
CS(=O)Cc1cc(Sc2ccccc2)nc(-c2ccncc2)n1 (stereo unspecified)	31.1	-7.7	-0.9	7.4	x	-4.1	-0.1	17.6

The list goes on (2 carried over from the part before).
SMILES	S100A4 MyoIIA	PAX8 inh HTS	EWS-Fli inh	ERAP1 inh	PGC1a acetyl inh	FN deposition inh	PglD inh	LGR2 antag
COc1ccc(CNC(=O)Cn2cc(C(F)(F)F)ccc2=O)cc1OC	-4.2	12.5	3.2	2.7	x	-13.6	1.4	-3.7
CS(=O)Cc1cc(Sc2ccccc2)nc(-c2ccncc2)n1 (stereo unspecified)	31.1	-7.7	-0.9	7.4	x	-4.1	-0.1	17.6
O=C(O)C1C2CCC(O2)C1C(=O)Nc1ccc(OC(F)F)cc1 (stereo unspecified)	-0.5	15.8	0.5	0.8	16.8	7.5	-0.5	2.8
COc1cccc(/C=C/C(=O)Nc2ccc3c(c2)OCCO3)c1	-2.9	-168.4	-91.9	-1.8	x	2.7	-13.9	-75.4
COc1ccc(-c2ccc3n(c2=O)C[C@H]2[C@H](CO)[C@@H](C(=O)N(C)C)N(CC4CC4)[C@@H]32)cc1	-1.1	x	-1.9	-5.4	x	x	-3.2	-18.6
Cc1cccc(NC(=O)COc2cccc3c2CCN(Cc2ccccc2)C3=O)c1C	-1.8	7.5	9.7	2.7	x	-1.8	x	x
Cn1cccc1C(=O)OCC(=O)N1c2ccccc2NC(=O)C1(C)C	3.3	3.3	0.6	2.0	x	-7.4	-0.7	31.1
Cc1cccc(C(=O)NCC(c2ccco2)N(C)C)c1 (stereo unspecified)	-1.6	-3.3	-7.5	5.1	x	0.1	-5.5	14.6
CN1CCN(Cc2cn[nH]c2-c2ccc(F)cc2F)[C@@H](c2ccccc2)C1	-5.1	19.6	41.4	4.7	x	-17.3	x	-19.2
O=C(c1ccc(F)cc1)N(C(=O)c1ccc(F)cc1)c1ncccn1	0.5	6.6	-6.8	0.8	u	10.0	x	-20.0
CC1=C(C(N)=O)C(c2ccc(Cl)cc2Cl)n2ncnc2N1 (stereo unspecified)	x	-24.8	x	x	4.2	2.2	-0.8	x
Cc1ccc(S(=O)(=O)N2CCCC2CNC(=O)C(=O)NC2CCCC2)cc1 (stereo unspecified)	-1.4	5.1	-1.5	-1.7	x	6.0	2.8	8.8
CC(C)CN1CCC(CN(C)Cc2nc(-c3cnccn3)no2)CC1	-6.2	0.3	5.8	-2.1	3.8	1.2	-1.3	-0.8
CCCNC(=O)C[C@H]1CC[C@H]2[C@@H](COC[C@H](O)CN2C(=O)Nc2ccc3c(c2)OCO3)O1	5.9	-23.7	-60.6	-0.4	-5.0	-0.3	2.3	-23.1
OCCN1CCN(c2nc(-c3ccccc3O)nc3ccccc23)CC1	-6.1	-11.3	-10.7	0.7	-46.7	5.6	-2.3	-5.8
C[C@@H]1CCCCO[C@@H](CN(C)C(=O)c2ccccc2)[C@H](C)CN([C@@H](C)CO)C(=O)c2cc(NC(=O)CCC(F)(F)F)ccc2O1	14.8	-28.9	-1.1	-1.8	1.7	-3.4	-2.7	0.7
COc1ccc(NS(=O)(=O)c2cc3c(cc2C)N(C(C)=O)CCO3)c(OC)c1	5.2	2.9	-5.9	7.3	-17.4	4.1	-1.7	10.6
O=C1CC(c2ccccc2)=C(c2ccccc2)C1c1ccccc1 (stereo unspecified)	20.8	-23.7	4.9	4.2	x	x	3.4	-12.5
O=C(Nc1ccc(Cl)c(S(=O)(=O)N2CCCC2)c1)c1nn(CCO)c(=O)c2ccccc12	-8.4	15.1	22.7	2.4	-5.3	-4.3	6.1	7.7
Cc1cc(=O)oc2c3c(cc(OCC(=O)Nc4cccnc4)c12)OC(C)(C)CC3	-1.8	x	12.5	1.7	-0.8	x	2.5	-15.1
CCOC1=CC(=O)N(Cc2ccccc2)C1	24.5	-2.9	6.4	-6.5	x	-0.8	x	-3.3
C[C@H](CO)N1C[C@H](C)[C@H](CN(C)S(=O)(=O)c2ccc(F)cc2)Oc2ccc(NC(=O)Nc3ccccc3)cc2CC1=O	-11.3	-30.6	-7.5	0.5	-0.5	x	0.2	17.1
CN(C)C(=O)CSc1ccccc1C(=O)OCC(=O)NC1CC1	-3.4	-9.5	-1.0	-2.8	2.7	-0.7	x	13.2
O=C(C[C@H]1CC[C@@H]2[C@H](COC[C@H](O)CN2C(=O)c2ccc(F)cc2)O1)N1CCOCC1	-4.9	-10.5	-0.7	-0.1	4.1	-9.8	1.6	-3.3
COc1ccc2c3c(n(C)c2c1)[C@H](CO)NCC31CN(Cc2cc(-c3ccccc3)on2)C1	-18.8	x	12.9	0.7	-27.1	12.7	x	-6.9
C[C@H]1CN([C@@H](C)CO)C(=O)Cc2cc(NS(C)(=O)=O)ccc2O[C@H]1CN(C)Cc1ccncc1	-1.9	0.7	-4.1	-1.6	7.3	x	-4.5	14.0
N#CCC(=O)N/N=C/c1ccc(OC2CSC2)cc1	-4.1	9.8	5.9	-4.8	15.0	19.7	x	-17.4
C[C@@H]1CCCCO[C@@H](CN(C)S(=O)(=O)c2ccc(F)cc2)[C@@H](C)CN([C@H](C)CO)C(=O)c2cc(NC(=O)CCCCCC(=O)Nc3ccccc3N)ccc2O1	-7.5	5.2	-5.8	-1.1	6.2	-3.7	1.9	-8.4
COc1ccc(OCc2nc(N)nc(Nc3ccccc3OC)n2)cc1	x	18.3	x	x	-23.1	2.3	-5.8	x
COc1ccc(S(=O)(=O)N(C)C[C@H]2OCCCC[C@H](C)Oc3ccc(NC(=O)CCCN(C)C)cc3C(=O)N([C@@H](C)CO)C[C@H]2C)cc1	-3.1	19.2	-26.5	-2.9	-4.6	x	2.6	-3.8
CCC(C)NC(=O)c1cn(C)c(=O)c2cc(OC)c(OC)cc12 (stereo unspecified)	x	-15.6	x	x	5.4	6.8	-1.9	x
Nc1nnc(-c2ccc(Cl)cc2)s1	x	x	x	x	5.1	2.1	-2.4	-33.0
Cc1ccc2nc(-c3cccc(-c4cccc(Cl)c4)c3)c(NCc3ccccc3)n2c1	25.0	-19.8	-10.2	-1.3	x	1.6	-3.4	24.8
C[C@@H]1CN([C@H](C)CO)C(=O)c2cc(NC(=O)Nc3ccc(C(F)(F)F)cc3)ccc2O[C@@H](C)CCCCO[C@@H]1CN(C)Cc1ccc2c(c1)OCO2	-5.2	89.5*	38.1	-1.0	-20.9	4.5	0.0	9.0
Cc1nc(-c2ccccc2Cl)sc1C(=O)/C=C/N(C)C	29.9	-78.6	-51.6	-3.8	-3.1	8.4	-2.6	-14.4
COc1ccccc1NC(=O)N1C[C@@H](O)COC[C@@H]2O[C@@H](CC(=O)NCc3ccccc3)CC[C@H]21	4.7	2.9	1.1	0.8	-12.1	-4.1	1.3	-8.1
N#C[C@H]1[C@H](c2ccc(C#Cc3ccccc3F)cc2)[C@H](CO)N1C(=O)C1CC1	4.4	1.9	-35.6	-3.3	14.0	-0.9	-0.8	61.9*
O=C(O)Cn1c(=O)c(F)cn(C2CCCO2)c1=O (stereo unspecified)	-5.4	14.6	-5.7	2.6	-4.0	2.6	-4.6	2.9
O=C(COC(=O)c1cccnc1Cl)NCc1ccco1	-7.8	0.6	-16.5	-0.4	-2.3	0.3	-0.1	-78.7
CCCNC(=O)N1[C@H](CO)[C@@H](c2ccc(-c3ccccc3F)cc2)[C@@H]1C#N	-7.6	-5.5	18.1	-0.8	-11.5	-0.7	-2.4	18.2
COC(=O)c1nnn(CC(=O)Nc2cccc(Cl)c2C)c1C(=O)OC	x	-11.3	x	x	7.6	-0.8	-1.1	x
Cc1ccc(S(=O)(=O)NC(=O)Nc2ccc(OC(F)F)cc2)cc1	-5.2	17.6	12.8	0.5	0.5	7.6	-1.9	7.3
COCC(=O)Nc1ccc2c(c1)[C@H]1C[C@H](CC(=O)N3CCN(C)CC3)O[C@@H](CO)[C@H]1O2	x	-11.6	-3.2	x	4.8	12.3	-4.0	-10.0
